PKM2 act: increases activity of human pyruvate kinase M2. Potency, µM (highest dose often 57.5 µM), for inactives: top-dose activation, usual class: activators. P14618. hit rate 0.34% among 260,000. purified PKM2, Kinase-Glo ATP luminescence, activation; response scale: 0% is enzyme alone, no compound; also: potency is read from the fitted curve at half-maximal effect; % is scaled to controls: 0 for no effect and ±100 for the full control effect; nearly all actives have a fitted effect of over 55% in size
Target sequence (P14618 whole entry, looked up): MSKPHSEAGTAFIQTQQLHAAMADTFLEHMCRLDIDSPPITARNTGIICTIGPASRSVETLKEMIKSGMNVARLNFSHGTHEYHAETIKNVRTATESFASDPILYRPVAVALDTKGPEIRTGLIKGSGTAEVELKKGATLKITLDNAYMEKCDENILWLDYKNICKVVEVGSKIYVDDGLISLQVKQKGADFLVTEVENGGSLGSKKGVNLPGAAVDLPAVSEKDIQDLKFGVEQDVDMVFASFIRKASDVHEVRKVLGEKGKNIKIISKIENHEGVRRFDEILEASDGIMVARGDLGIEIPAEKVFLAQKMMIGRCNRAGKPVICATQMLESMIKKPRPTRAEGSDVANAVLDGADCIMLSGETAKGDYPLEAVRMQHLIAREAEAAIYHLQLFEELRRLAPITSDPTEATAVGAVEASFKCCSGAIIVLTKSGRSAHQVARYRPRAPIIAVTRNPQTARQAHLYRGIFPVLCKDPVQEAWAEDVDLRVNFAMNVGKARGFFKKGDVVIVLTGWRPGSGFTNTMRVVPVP
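Purified hPK-M2 (>95%) run at intermediate activity with 0.1 mM ADP and 0.5 mM PEP in 50 mM imidazole pH 7.2, KCl, MgCl2; 1 h room temperature. ATP formed read by Kinase-Glo luminescence; normalized to uninhibited and no-enzyme controls.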
S-ASM inh: blocks human secretory acid sphingomyelinase. Potency, µM (doses to about 57.5 µM), for inactives: at the highest dose activity change, negative = inhibition, hits mostly inhibitors. placental ASM, HMU-PC fluorogenic substrate, 60 min. hit rate 0.006% among 340,000; also: potency is read from the fitted curve at half-maximal effect
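Fluorescence read-out (Ex 386 nm, Em 447 nm) after stopping the reaction at pH 10. Enzyme: ASM from human placenta; substrate HMU-PC0, 9 uM final; 60 min, 37 °C. Compound preincubation 10 min, ambient temperature.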
BCR signal inh: blocks chronic active B-cell receptor signaling | ABC-DLBCL IkBa-CBG/CBR reporter, luminescence ratio, 4 h | Potency, µM (doses to about 46.1 µM), for inactives: top-dose ratio change, negative = lower green/red ratio, most hits filed as inhibitors | hit rate 0.05% among 340,000 | AID 493014; active = well fitted inhibition curve with a large enough effect in the signal ratio, with a control signal flat, not every such curve was filed as active; inconclusive = small, poorly fitted or top-dose-only effect, or effect the other way, or a change in a side signal; the % refers to the signal ratio;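 also: potency is read from the fitted curve at half-maximal effect; plate controls were basal doxycycline-induced cells for no effect and cells given 10 µM MG132 for full effect; MG132 reads +100%, hits lower the ratio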
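Concentration-response series (up to 46 uM) were applied to TMD8 dual-reporter cells for 4 h at 37C with doxycycline. Green/red ratio, after filter-overlap correction, defined %Activity; red signal alone was normalised to basal cells and zero luminescence.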
Mito fusion yeast: inhibitors of mitochondrial division or activators of mitochondrial fusion; S. cerevisiae fusion-defective mutant growth rescue, CellTiterGlo 48 h; Potency, µM (titrated, usually from 46.1 µM), without a hit: at the highest dose growth rescue (activation), usual class: activators; hit rate 0.23% among 320,000;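 also: potency is read from the fitted curve at half-maximal effect; % of control where 0% means no effect; nearly all actives have a fitted effect of over 45% in size; temperature-sensitive fusion mutants such as fzo1-1 at 37 °C on non-fermentable ethanol glycerol medium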
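Luminescent cell viability in 1536-well qHTS format served as the measure of rescued growth in ts fusion-mutant S. cerevisiae cultured on non-fermentable YPEG for 48 hours at 37C.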
GALK inh: blocks human galactokinase activity | P51570 | Purified GALK, Kinase-Glo residual ATP luminescence | Potency, µM (series often up to 57.5 µM), for the others: at the highest dose activity change, negative = inhibition, actives largely listed as inhibitors | hit rate 0.007% among 270,000 | AID 1868; also: potency is read from the fitted curve at half-maximal effect; % is scaled to controls: 0 for no effect and ±100 for the full control effect
Target sequence (P51570 whole entry, looked up): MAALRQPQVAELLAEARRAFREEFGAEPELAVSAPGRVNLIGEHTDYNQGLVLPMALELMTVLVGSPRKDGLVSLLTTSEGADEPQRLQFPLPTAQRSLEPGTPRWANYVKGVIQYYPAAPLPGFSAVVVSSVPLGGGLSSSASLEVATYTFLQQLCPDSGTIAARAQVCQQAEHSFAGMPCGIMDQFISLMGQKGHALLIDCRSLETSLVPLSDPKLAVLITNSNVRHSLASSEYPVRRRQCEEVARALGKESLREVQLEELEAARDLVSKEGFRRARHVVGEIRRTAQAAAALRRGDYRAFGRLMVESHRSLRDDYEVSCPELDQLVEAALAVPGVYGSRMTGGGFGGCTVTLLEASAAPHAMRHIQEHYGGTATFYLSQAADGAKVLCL
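Luminescence from leftover ATP (Ultra-Glo luciferase/luciferin) served as read-out after a 1 h room-temperature reaction of 5 nM GALK with 35 uM ATP and 100 uM galactose.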
MBNL1 CUG block: inhibitors of human MBNL1 binding to CUG repeat RNA; Q9NR56; TR-FRET MBNL1-His/biotin-(CUG)12 binding, 665/545 ratio; Potency, µM (doses to about 57.5 µM), for the others: at the top dose activity change, negative = inhibition, hits mostly inhibitors; hit rate 0.036% among 280,000; active = well fitted inhibition curve with a large enough effect in the signal ratio, with a control signal flat, not every such curve was filed as active; inconclusive = small, poorly fitted or top-dose-only effect, or effect the other way, or a change in a side signal; inactive = no such curve, though single readings can be large or run the other way; the % refers to the signal ratio; also: potency is read from the fitted curve at half-maximal effect; % is scaled to controls: 0 for no effect and ±100 for the full control effect
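Inhibition of protein-RNA binding appears as loss of TR-FRET between terbium anti-His antibody on MBNL1-His and streptavidin-XL665 on biotin-(CUG)12. Activity is normalized to buffer-only and uninhibited-complex controls.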
Menin-MLL TR inh: inhibitors of human menin-MLL interaction, mutant MLL peptide; Menin + Texas Red MLL mutant peptide, fluorescence polarization; Potency, µM (doses to about 61.6 µM), inactives show at the top dose FP activity change, negative = inhibition, most hits filed as inhibitors; hit rate 0.23% among 270,000; AID 1768; active = well fitted inhibition curve with a large enough effect in the polarisation, with a control signal flat, not every such curve was filed as active; inconclusive = small, poorly fitted or top-dose-only effect, or effect the other way, or a change in a side signal; inactive = no such curve, though single readings can be large or run the other way; the % refers to the polarisation; also: potency is read from the fitted curve at half-maximal effect; % of control where 0% means no effect; many of its hits are not listed in these tables
TSHR antagonist: antagonists of human thyroid stimulating hormone receptor | P16473 | TSHR-expressing cells, TSH-stimulated cAMP HTRF, 2 h; active compounds read low | activity change, negative = inhibition, % at 11.5 µM | hit rate 0.2% among 330,000;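 active = activity change below a set negative limit, meaning inhibition stronger than a set level, cut at about -70% in these data; inconclusive = activity change between two set negative limits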; also: % is scaled to controls: 0 for no effect and ±100 for the full control effect
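TSHR-expressing cells, 200/well, pre-treated with compound, then stimulated with EC80 TSH (4nM final) for 2 hours at 37 deg C. cAMP measured by competitive HTRF: anti-cAMP cryptate antibody in lysis buffer plus cAMP-d2, read after 30 minutes at room temperature.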
Eya2 inh: Eya2 (human) phosphatase inhibition. recombinant Eya2, OMFP fluorescence dephosphorylation (OMFP is methylfluorescein phosphate). Potency, µM (top dose mostly 76.9 µM), for the others: at the top dose activity, negative = inhibition, most hits filed as inhibitors. hit rate 0.006% among 330,000. AID 488837; also: potency is read from the fitted curve at half-maximal effect; % is scaled to controls: 0 for no effect and ±100 for the full control effect
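Eya2 (0.2 uM) preincubated 10 min at ambient with compound, then OMFP substrate added at 50 uM; 10 min reaction in 50 mM HEPES pH 7.5, 50 mM NaCl, 5 uM MgCl2, 0.05% BSA, 1 mM DTT. Fluorescence read at Ex 485/Em 525 nm.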
USP2a block: USP2a (human) protease inhibition. O75604. USP2 core, Ub-CHOP2 coupled fluorogenic reporter, 485/531. Potency, µM (series often up to 38.3 µM), for the others: top-dose activity change, negative = inhibition, usual class: inhibitors. hit rate 0.01% among 330,000;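 also: potency is read from the fitted curve at half-maximal effect; plate controls were DMSO wells for no effect and full inhibition by NEM control for full effect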
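Cell-free coupled assay: 10nM USP2 core preincubated 30min RT with compound in Tris-HCl pH 8.0/CaCl2/CHAPS buffer, then 25nM Ub-CHOP2 and 25nM reporter substrate; fluorescence (Ex 485/Em 531) read after 60min RT, normalized to NEM inhibition, concentration-response curves fitted.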
KCNH2 WT inh: inhibitors of human wildtype KCNH2 potassium channel; U2OS, BacMam KCNH2, thallium flux FluxOr; active compounds read low; hit rate 0.37% among 340,000; activity change, % at 1.84 µM; Q12809;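 active = maximum activity change below -70%; inconclusive = maximum activity change between -70% and -50%; inactive = maximum activity change above -50%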; also: % is scaled to controls: 0 for no effect and ±100 for the full control effect
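U2OS cells were transduced with wild-type KCNH2 virus (2.03 x 10^8 / mL) for 4 h at room temperature, then cultured overnight at 37 C. Thallium flux was read with FluxOr dye. Rate constants were normalized to DMSO controls.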
Starred values were filed as active, the others as inactive; i = inactive; ? = inconclusive; · = not tested or not shown; [ ] = remark or other dose. Unless noted, calls follow the shape of the dose curve; as a rule, active = well fitted curve in the direction sought with a large enough effect; inconclusive = small, poorly fitted or top-dose-only effect, or another doubt; inactive = no such curve, though single readings can be large; an effect the other way counts as inactive or inconclusive.

Values run as follows: PKM2 act	S-ASM inh	BCR signal inh	Mito fusion yeast	GALK inh	MBNL1 CUG block	Menin-MLL TR inh	TSHR antagonist	Eya2 inh	USP2a block	KCNH2 WT inh
> CCCN(CCC)CCNC(=O)c1cc2c(-c3ccc(Cl)cc3)nn(C)c2s1
  ·	-13%	-2%	-32%	·	-4%	?	3	6%	0%	5
> O=C(NCc1ccco1)C1CCCN(S(=O)(=O)c2cc(Cl)ccc2Cl)C1 (configuration not stated)
  3%	-1%	1%	-1%	-6%	-1%	-20%	-18	6%	-1%	-21
> O=C(Cn1ncc2c3ccccc3n(Cc3ccccc3)c2c1=O)N1CCN(c2ncccn2)CC1
  -6%	-6%	?	19%	-1%	-2%	·	5	8%	2%	-8
> CC(C)N(Cc1cnn(C)c1)Cc1nc(Cc2ccccc2Cl)no1
  2%	0%	?	1%	-3%	-24%	-5%	-4	4%	2%	6
> c1ccc2c(c1)CC(N1CCCCC1)c1ccccc1N2 (configuration not stated)
  -1%	2%	-3%	2%	1%	-1%	22%	-2	-28%	-1%	8
> COc1cccc(NC(=O)C(Sc2nc3ccccc3c(=O)n2CC(C)C)c2ccccc2)c1 (configuration not stated)
  -15%	-2%	-1%	3%	0%	-10%	-7%	40	-5%	4%	-25
> CC(C)Cc1nc(N2CCN(C(=O)C(C)C)CC2)c(C#N)c2c1CCC2
  1%	7%	-4%	?	0%	0%	?	-9	-1%	-5%	1
> COc1ccccc1C(c1nnnn1CS(=O)(=O)c1ccc(C)cc1)N1CCSCC1 (configuration not stated)
  1%	0%	?	-1%	-1%	6%	0%	-4	-7%	-1%	2
> COc1ccc(S(=O)(=O)Cc2ccc(C(=O)N3CCN(C(=O)c4ccco4)CC3)o2)cc1
  0%	1%	0%	1%	1%	-17%	-7%[11.7 µM]	-9	-2%	1%	4
> Cc1cc(C)n2nc(C(=O)OC(C)C(=O)c3ccccc3)nc2n1 (configuration not stated)
  ·	·	0%	-3%	·	·	·	-2	5%	1%	-3
> c1cn2c(NC3CCCCC3)c(-c3ccc(SC4CCCCC4)cc3)nc2cn1
  ·	i	1%	-2%	·	·	·	25	-14%	-1%	5
> C/C(=N/NC(=O)c1ccccn1)c1c[nH]c2ccccc12
  -3%	3%	?	3%	0%	-1%	·	23	6%	10%	2
> O=C(Nc1ccon1)c1ccc(Cl)c(S(=O)(=O)N2CCCCC2)c1
  -2%	-1%	-1%	4%	-9%	7%	·	-10	6%	2%	13
> Cc1ccc(S(=O)(=O)NNC(=O)c2cc3cc4ccccc4nc3s2)cc1
  -4%	-21%	?	1%	9%	?	·	1	17%	2%	-23
> Cc1ccc(-c2nc3sc4c(N)ncnc4c3c3c2CCCC3)cc1
  2%	2%	1%	-2%	0%	-10%	14%	-10	-2%	0%	-1
> O=c1oc2ccccc2c(N2CCOCC2)c1[N+](=O)[O-]
  -12%	-1%	0%	-4%	0%	-18%	26%	-1	12%	1%	2
> O=C(CCCOc1ccc(Cl)cc1Cl)NN1CCOCC1
  -18%	2%	1%	1%	3%	?	-3%	16	-7%	-2%	30
> COc1ccc(C(=O)CC(Nc2ccc([N+](=O)[O-])cc2)c2ccc(OC)cc2)cc1 (configuration not stated)
  -5%	-14%	1%	17%	0%	9%	1%	-6	-16%	0%	20
> CCCN1CCC(=O)N([C@H](CSc2ccccc2)c2ccccc2)CC1
  -1%	7%	1%	-10%	·	-15%	-27%	-2	1%	-1%	-45
> O=C(OCn1ncc(Br)c(Br)c1=O)c1ccc(F)cc1
  3%	0%	?	-10%	-8%	153%[activator]	15%	-47	-13%	8%	-4
> CCOc1cc(C(=O)OC(C)C(=O)Nc2ccc(NC(C)=O)cc2)ccc1OCC(=O)N1CCCCC1 (configuration not stated)
  1%	0%	-8%	-1%	1%	-2%	·	2	5%	1%	-6
> CCCNC(=S)N1CCN(Cc2ccc3c(c2)OCO3)CC1
  4%	0%	-18%	6%	12%	-22%	0%	1	8%	0%	0
> Cc1cc(C)n(C(=O)c2ccc(S(=O)(=O)NCC3CCCO3)cc2)n1 (configuration not stated)
  -14%	1%	?	-7%	-1%	-3%	-11%	11	-11%	1%	3
> Cc1cccc(CC(=O)NCCN2CCOCC2)c1
  1%	2%	4%	3%	-5%	-14%	3%	-4	-1%	1%	4
> CCOC(=O)c1cnn(-c2nc(C)nc3sc4c(c23)CCC4)c1N
  4%	·	6%	-2%	8%	6%	-1%	-5	-2%	0%	·
> Cc1nn(-c2ccccc2)c(=S)c2ccccc12
  1%	-1%	?	24%	2%	·	-8%	5	9%	0%	-4
> COc1ccc(NC(=O)CSc2nnc(C3CCCCC3)o2)c(OC)c1
  -5%	0%	8%	-5%	·	-3%	1%	0	-9%	3%	5
> CCOC(=O)c1[nH]c2ccc(OC)cc2c1NC(=S)N1CCN(c2ccccc2OC)CC1
  -12%	-6%	?	0%	-2%	104%[activator]	-1%	23	-5%	-6%	0
> COC(=O)CC1C(=O)NCCN1C(=O)c1cc(OC)c(OC)cc1OC (configuration not stated)
  ·	0%	-6%	-13%	3%	-10%	-5%	6	2%	0%	?
> CC(C)(O)P(C)(=O)c1ccccc1 (configuration not stated)
  8%	2%	-2%	-2%	2%	0%	-1%	9	28%	2%	-1
> COCCNS(=O)(=O)c1ccc2c3c(cccc13)C(=O)N2C
  11%	436%[activator]	?	6%	11%	?	-1%	-2	6%	3%	1
> COc1ccc(CN(C)c2ncnc3sccc23)c(OC)c1OC
  ·	10%	-16%	-6%	4%	4%	-19%	40	1%	2%	0
> Cc1c(N=C2C(=O)Nc3ccccc32)c(=O)n(-c2ccccc2)n1C
  3%	1%	?	-1%	1%	?	-8%	-2	11%	-1%	-10
> Cn1cc(Cl)c(/C(N)=N/OC(=O)c2ccccc2C(F)(F)F)n1
  -8%	1%	-6%	7%	0%	-1%	·	-5	1%	-1%	-10
> Cc1cc2oc(=O)cc(CN3CCN(Cc4ccccc4)CC3)c2cc1C
  ·	-3%	0%	-5%	-2%	-2%	?	2	-9%	-1%	-1
> CC1=CC2=NC(=O)/C(=C\c3cccn3CCOc3cc(C)cc(C)c3)C(=N)N2O1
  -4%	-9%	-1%	20µM*	-4%	4%	14%	-24	-2%	-14%	-28
> CC(OCC(O)CN1CCCCC1CCO)c1ccc(Cl)cc1 (configuration not stated)
  0%	-14%	-6%	-3%	5%	-7%	-28%	3	-1%	2%	0
> CCOc1ccccc1N(CC(=O)N1CCc2ccccc2C1)S(C)(=O)=O
  0%	6%	3%	5%	1%	-4%	-5%	-4	0%	-2%	-3
> Cn1c(Cn2c(=O)sc3ccccc32)nnc1SCc1ccc(F)cc1
  22%	2%	-8%	3%	-1%	6%	8%	-7	-17%	-1%	3
> Cc1cc(F)ccc1S(=O)(=O)Nc1ccccc1C(=O)N1CCCC1
  ·	0%	0%	2%	·	·	·	-7	-1%	2%	-4
> O=C(O)CCNS(=O)(=O)c1ccccc1Br
  2%	1%	1%	-10%	0%	-1%	4%	7	4%	-1%	-5
> N/C(Cc1cccs1)=N\OC(=O)COc1ccccc1Cl
  -17%	-1%	?	3%	0%	-7%	9%	-10	-20%	-4%	-2

Assay outcomes: PubChem BioAssay, National Center for Advancing Translational Sciences (NCATS)

This is a subset; rates above refer to the full screens.
